# RmlCD inh 1536: M. tuberculosis RmlC/RmlD inhibition; RmlC+RmlD coupled enzyme assay, percent inhibition; primary screen in compound mixtures; inhibition, % at 3.6 µM; 0.03% of 160,000 active; AID 1533; in the data active = inhibition mostly above about 34%, no sharp cut-off; also: some results filed as inactive read as strong as hits
# Target sequence (P9WH09 whole entry, looked up): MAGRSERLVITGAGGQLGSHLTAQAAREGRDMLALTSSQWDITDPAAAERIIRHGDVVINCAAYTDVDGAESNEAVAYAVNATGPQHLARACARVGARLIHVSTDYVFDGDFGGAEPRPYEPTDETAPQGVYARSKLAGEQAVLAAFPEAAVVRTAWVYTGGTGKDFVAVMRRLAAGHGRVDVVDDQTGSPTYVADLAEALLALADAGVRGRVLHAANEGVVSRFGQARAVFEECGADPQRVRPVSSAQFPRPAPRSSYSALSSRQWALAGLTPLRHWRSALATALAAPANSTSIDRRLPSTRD
# Target sequence (P9WH11 whole entry, looked up): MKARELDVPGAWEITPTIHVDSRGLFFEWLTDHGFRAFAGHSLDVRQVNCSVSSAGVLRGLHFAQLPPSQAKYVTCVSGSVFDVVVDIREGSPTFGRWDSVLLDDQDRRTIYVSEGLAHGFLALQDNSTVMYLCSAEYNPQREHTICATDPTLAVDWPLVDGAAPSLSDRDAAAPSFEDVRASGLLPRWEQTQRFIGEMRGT
# M. tuberculosis GlmU: inhibition of mycobacterial GlmU enzyme – biochemical, glucosamine-1-phosphate acetyltransferase (AID 1376) | one-dose inhibition, %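 (tested at 30 µM in the primary screen)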; IC50 in µM for titrated hits | M. tuberculosis GlmU acetyltransferase enzyme assay; higher % means a stronger effect | 0.25% of 220,000 active; in the data active = inhibition above about 13%;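 also: 0% = complete reaction with vehicle and 100% = reaction without substrate; strong numbers were not always called active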
# * hit, by the source's call; . = no result given. The list is partial, so the mix of outcomes need not match the whole.
SMILES	M. tuberculosis GlmU	RmlCD inh 1536
CCN1C[C@]2(CO)CC[C@H](OC)[C@@]34C5C[C@H]6[C@H](OC)C5[C@](O)(C[C@H]6OC)[C@@H](C(OC)C23)[C@@H]14 (stereo partly specified)	7.5%	.
N=c1ccn(Cc2ccc([N+](=O)[O-])cc2)cc1	-10%	-7
CC(C)(O)C#Cc1ccc(CN2CCN(C3CCCCC3)C(CCO)C2)s1 (stereo unspecified)	9.2%	-6
O=C1c2cccc3cccc(c23)C(=O)N1CCN1CCN(C(=S)Nc2ccc(Cl)cc2)CC1	-3.5%	-9
COc1ccc(-c2noc(=O)n2Cc2cc(C)ccc2C)cc1	7.9%	-2
O=C(CCc1nc(-c2ccccc2)no1)NCCc1ccccc1	-4.8%	13
O=c1cnnc(Nc2ccc(Nc3ccccc3)cc2)[nH]1	4.6%	0
CCOC(=O)c1cccc(NC(=O)C(C)N2C(=O)c3ccccc3C2=O)c1 (stereo unspecified)	3.6%	.
Cn1c(SCc2ccon2)nc2ccccc2c1=O	5.9%	2
Cc1ccc(NCc2ccccc2O)cc1C	2.0%	4
C=CCNC(=S)Nc1ccc(OC(F)F)c(Cl)c1	2.5%	4
CCn1c(O)c(/C=N/NC(=O)c2ccncc2)c(=O)[nH]c1=S	4.8%	1

# The closing 3 records of the part above come first, to join the parts:
SMILES	M. tuberculosis GlmU	RmlCD inh 1536
Cc1ccc(NCc2ccccc2O)cc1C	2.0%	4
C=CCNC(=S)Nc1ccc(OC(F)F)c(Cl)c1	2.5%	4
CCn1c(O)c(/C=N/NC(=O)c2ccncc2)c(=O)[nH]c1=S	4.8%	1
CCCCN(C(=S)Nc1cccc(SC)c1)C1CCN(C(C)=O)CC1	-3.1%	6
Cc1ccccc1OCC(=O)NNC(=S)NC(=O)c1ccccc1[N+](=O)[O-]	1.6%	19
O=S(=O)(/N=C(\Sc1ccccc1)c1ccccc1)c1ccc(Cl)cc1	1.7%	23
CCNC(=S)N1CCc2cc(OC)c(OC)cc2C1COc1ccc(OC)cc1 (stereo unspecified)	-0.8%	.
O=C1CC(c2ccc(Cl)cc2)n2nc(NS(=O)(=O)c3ccc(F)cc3)nc2N1 (stereo unspecified)	2.1%	.
Cc1c(-c2nc(-c3ccc(C(F)(F)F)cc3)no2)n(C)oc1=O	-3.2%	8
O=C(COc1ccc(Cl)cc1)N1CCCCC1	6.9%	.
CCC(C)(CC(=O)O)CC(=O)Nc1cc(C(F)(F)F)cc(C(F)(F)F)c1 (stereo unspecified)	1.0%	.
CCOc1ccccc1CN1CCN(Cc2[nH]c3ccccc3c2C)CC1CCO (stereo unspecified)	0.3%	14
CN1CCN(CCC(=O)Nc2cccc(Br)c2)CC1	-8.4%	33
CCCc1nn(-c2ccccc2)c2c1C(c1cccs1)C(C#N)=C(N)O2 (stereo unspecified)	2.0%	.
Cc1ccc(S(N)(=O)=O)cc1NC(=O)/C=C/c1ccc2c(c1)OCO2	2.8%	8
CCc1ccc(S(=O)(=O)N(C(=O)c2ccncc2)c2ccc(OC(=O)c3ccncc3)cc2)cc1	1.3%	3
CCOC(=O)N1CCC(NC(=O)Cn2cccc2C(=O)c2ccccc2C)CC1	0.2%	11
COc1ccc(CN2CCOCCOCCN(Cc3ccc(OC)cc3)CCOCCOCC2)cc1	2.3%	11
O=C(CCCOc1ccccc1)Nc1ccncc1	1.6%	.
N/C(=N\OC(=O)CSc1ccccc1)c1ccc([N+](=O)[O-])cc1	-1.9%	9
O=C(CCS(=O)(=O)c1cccc2nonc12)N1CCN(c2ccc(F)cc2)CC1	2.5%	.
C(=N\N1CCN(c2ccccn2)CC1)/c1ccco1	-0.5%	.
CN1C(=O)C(O)(CC(=O)/C=C\c2ccc3c(c2)OCO3)c2ccccc21 (stereo unspecified)	1.8%	-15
COC(=O)c1ccccc1NC(=O)CNc1cc(OC)c(OC)cc1C	4.2%	5
CN(C(=O)CSc1nnc(Nc2ccccc2)s1)C1CCS(=O)(=O)C1 (stereo unspecified)	-0.1%	5
COc1ccc(CC(=O)Nc2ccc(/C(C)=N/NC(=O)c3cccc([N+](=O)[O-])c3)cc2)cc1	3.5%	9
CSCCC(NS(=O)(=O)c1cccs1)C(=O)NCc1ccc(C)cc1 (stereo unspecified)	-2.1%	.
CC(=O)/C(=N\Nc1ccccc1Cl)Sc1nnc(-c2ccccc2)n1-c1ccccc1	1.9%	.
CC(=O)Nc1ccc(NC=C(C#N)C#N)cc1	1.8%	-10
COc1cc(CC(=O)OCC(=O)Nc2ncc(Cl)cc2Cl)cc(OC)c1OC	3.4%	.
O=C(NCc1ccco1)c1ccc(NC(=O)C2COc3ccccc3O2)cc1 (stereo unspecified)	-1.9%	.
COc1ccc(C2/C=C\CN(S(=O)(=O)c3ccc(C)cc3)[C@H](Cc3ccccc3)C(=O)N2Cc2ccc(F)cc2)cc1 (stereo partly specified)	1.1%	.
COc1ccccc1N1CCN(C(=O)Oc2ccccc2)CC1	-0.8%	5
CC(c1ccon1)N(C)Cc1c(C(=O)N(C)Cc2ccccc2)nc2ccccn12 (stereo unspecified)	-1.1%	-10
CCOc1ccc(OCC)c(NC(=O)C2CCN(c3nn4c(=O)cc(C)nc4s3)CC2)c1	16%	-7
Cc1cc(C(=O)NN)c(Cl)cc1Cl	1.5%	85
CCOC(=O)Cc1csc(/C(=N/O)C(N)=O)n1	4.0%	-10
C=CCn1c(C(CC)CC)nc2ccccc21	-2.3%	-10
Cc1c(C(=O)NCC2CCCO2)sc2nc(-c3ccc(F)cc3)cn12 (stereo unspecified)	-6.0%	-4
COc1ccc(CCNC(=O)CSc2nc(O)c(CCC(C)C)c(=O)[nH]2)cc1OC	-2.8%	.
O=C(NCc1cccnc1)C1c2ccccc2C(=O)N1Cc1ccccc1 (stereo unspecified)	2.0%	-8
C=CCNC(=O)C(=O)NN=C1CCN(C)CC1	2.0%	.
COc1ccc(OC)c(NS(=O)(=O)c2ccc(Cl)s2)c1	1.9%	.
Cc1ccc(N(C(=O)c2sc(C)nc2C)C(C(=O)NC(C)(C)C)c2ccncc2)cc1 (stereo unspecified)	2.1%	-6
O=C(NCCc1ccc(O)cc1)c1ccc(Cl)cc1	-6.3%	.
O=c1c2ccccc2nc(-c2ccc(Cl)cc2Cl)n1CCCn1ccnc1	1.5%	.
COc1ccc(C)cc1N(CC(=O)NC1CCCC1)C(=O)CCC(=O)Nc1cc(C)on1	-3.0%	-11
CCCCc1ccc(NC(=O)C2CCN(S(C)(=O)=O)CC2)cc1	7.7%	-4
COc1ccc(NC(=S)NCCCc2ccccc2)cc1	-0.7%	.
COc1ccc(N=C2SCC(=O)N2Cc2ccccc2)cc1	1.6%	-12
CCOc1ccccc1NC(=O)NCc1ccccc1	0.0%	2
S=c1nc(-c2ccccc2Cl)n(Cc2cccnc2)c2c1CCCC2	7.4%	-7
O=C(NC1CCCC1)c1ccc(CS(=O)(=O)c2ccc(Br)cc2)o1	-2.5%	-5
c1ccc2c(c1)CCN(c1ncnc3c1[nH]c1ccccc13)C2	.	21
CC(C)Cn1c(SC(C)C(=O)Nc2ccc3c(c2)OCCO3)nc2ccccc2c1=O (stereo unspecified)	1.8%	11
COCCCNC(=O)c1cccc2c(=O)c(C)c(-c3ccccc3)oc12	-5.1%	13
CCOc1cccc(CNCCO)c1OCc1ccc(Cl)cc1	-1.6%	.
CC(C)c1nc(-c2ccccn2)no1	1.0%	56
O=C(COc1nsnc1N1CCOCC1)N/N=C/c1ccccc1O	4.5%	5
CC(=O)CC(C)(C)n1c[n+](C)nn1	3.1%	10
Oc1cnc2ccccc2c1CN1CCOCC1	0.6%	.
N#Cc1cc2ccccc2nc1SCc1ccccn1	2.6%	-7
O=C(Cn1c2c(sc1=O)C1c3ccccc3OCC1CS2)Nc1ccc(Cl)c(Cl)c1 (stereo unspecified)	-1.0%	50

# Following part
SMILES	M. tuberculosis GlmU	RmlCD inh 1536
COc1ccccc1CNC(=O)COC(=O)Cc1c(Cl)cccc1Cl	0.7%	6
O=C(CSc1nnc(NC(=O)c2ccco2)s1)NC1CCCC1	-2.5%	.
CCc1ccccc1NC(=O)N1C2CCCC1CC(NC(=O)C(C)(C)C)C2 (stereo unspecified)	4.8%	.
Cc1ccnc(N2CCC(C(=O)NCc3ccc(F)cc3)CC2)n1	1.8%	.
CCn1ncc(-c2ccnc3cc(C(=O)O)nn23)c1C	-7.0%	6
COCCCn1[nH]c2c3c(ccc2c1=O)C(=O)c1ccccc1C3=O	1.4%	.
CC(C)(C)CC(=O)NC(=S)NCc1ccco1	2.2%	-2
CCc1nc(C)ccc1OCC(=O)N(CC)CC	6.9%	7
CCc1cccc(C)c1N(C(=O)Cn1c(COC)nc2ccccc21)C(C)COC (stereo unspecified)	-1.3%	-9
O=C(Cc1ccccc1)NNC(=O)c1cnccn1	5.0%	7
CC(=O)Nc1ccc(NC(=O)C2CC(=O)N(c3cccc(C)c3C)C2)cc1 (stereo unspecified)	3.2%	.
FC(F)Sc1ccc(NC(=S)NC(c2ccccc2)c2ccccc2)cc1	4.4%	-4

# Reformatted field by field: entries from further up.
canonical_smiles: COc1ccccc1CNC(=O)COC(=O)Cc1c(Cl)cccc1Cl
- M. tuberculosis GlmU: 0.7%
- RmlCD inh 1536: 6

canonical_smiles: O=C(CSc1nnc(NC(=O)c2ccco2)s1)NC1CCCC1
- M. tuberculosis GlmU: -2.5%
- RmlCD inh 1536: .

# 4 records drawn at random from the list so far:
SMILES	M. tuberculosis GlmU	RmlCD inh 1536
COc1ccccc1CNC(=O)COC(=O)Cc1c(Cl)cccc1Cl	0.7%	6
FC(F)Sc1ccc(NC(=S)NC(c2ccccc2)c2ccccc2)cc1	4.4%	-4
CCn1ncc(-c2ccnc3cc(C(=O)O)nn23)c1C	-7.0%	6
CCc1cccc(C)c1N(C(=O)Cn1c(COC)nc2ccccc21)C(C)COC (stereo unspecified)	-1.3%	-9

# Going on with the list:
SMILES	M. tuberculosis GlmU	RmlCD inh 1536
Cc1n[nH]c(=O)nc1NC1CCCCC1	1.6%	10
Cc1c2ccccc2nc2c(F)c(NCCO)c(F)c(F)c12	-4.8%	9
CN(C)S(=O)(=O)c1ccc(S(=O)(=O)Nc2ccc3c(c2)oc2ccccc23)cc1	-0.1%	-1
CCOCCNC(=O)c1ccccc1C(=O)NCCOCC	-1.2%	.
CC(C)c1onc(C(=O)Nc2sc3c(c2C#N)CCC3)c1[N+](=O)[O-]	7.3%	0
Cc1ccc(C2Nc3ccccc3-c3nc4ccccc4n32)o1 (stereo unspecified)	-3.7%	.
Cc1cc(C(=O)OCC(=O)c2cccc([N+](=O)[O-])c2)c2ccccc2n1	2.8%	-6
COc1ccc2c(c1OC)C(=O)OC2Nn1cncn1 (stereo unspecified)	-1.2%	.
CC(=O)NC(Cc1ccccc1)C(=O)NC1CCN(C(=O)c2ccc([N+](=O)[O-])cc2)CC1 (stereo unspecified)	1.7%	.
O=S1(=O)CCN(OCc2ccc(F)cc2Cl)CC1	5.2%	19
CCCCCNC(=O)CC1Nc2c3ccccc3nc(=S)n2C1=O (stereo unspecified)	0.1%	-1
Cc1nc(Nc2nc3ccccc3o2)nc(C)c1C(=O)Nc1ccc(F)cc1	-4.9%	-6
O=C(Cn1nc(-c2ccccc2)ccc1=O)NCCN1CCN(c2cccc(Cl)c2)CC1	1.9%	9
CCN(CC)S(=O)(=O)c1ccc(/C(O)=C2/C(=O)C(=O)N(CCOC)C2c2ccccc2)cc1 (stereo unspecified)	4.0%	9
CCOC(=O)Cc1nc2cc(Cl)ccc2o1	1.9%	-5
O=C(CN1CCN(Cc2ccccc2)CC1)N1CCN(c2ccccc2)CC1	6.3%	5
CC(=O)Nc1ccc(S(=O)(=O)NC(CC(=O)NCCc2ccccc2)C(C)C)cc1 (stereo unspecified)	1.1%	.
CCCCCc1nnc(NC(=O)Cc2cccs2)s1	4.7%	2
Cc1csc(Sc2ccc(C(=O)OCC(=O)Nc3ccc(F)cc3[N+](=O)[O-])cc2[N+](=O)[O-])n1	-4.2%	-11
COc1c2occc2c(OC)c2c(=O)cc(C)oc12	-5.5%	.
Cc1cccc(C)c1OCCOCCN1CCN(C)CC1	-4.7%	-8
Cc1ccc(CNC(=O)COC(=O)c2cnc(C)cn2)cc1	2.5%	2
Cn1cc(/C=C2\SC(=S)N(NC(=O)c3cccc(Cl)c3)C2=O)c2ccccc21	-0.7%	1
O=C(CCCOc1ccccc1)Nc1nnc(C2CCCO2)s1 (stereo unspecified)	-1.5%	.
c1ccc(Cn2nnc3c(N4CCN(Cc5ccc6c(c5)OCO6)CC4)ncnc32)cc1	6.5%	.
Cc1ccc(NS(=O)(=O)c2cccc(C(=O)N3CCOCC3)c2)cc1	-1.7%	.
O=C(Oc1ccccc1N1CCOCC1)c1ccccc1	0.6%	10
CCOC(=O)/C=C1\SCC(=O)N1CC(=O)NCc1cccc(Cl)c1	0.6%	26
COc1ccccc1N/C(N)=N/c1nc(C(F)(F)F)cc(=O)[nH]1	-2.5%	3
Cn1c(=O)c2ncn(CC(=O)NCCOCc3ccccc3Cl)c2n(C)c1=O	4.2%	-10
CC(=O)Nc1nnc(SCC(=O)N2CCCc3ccccc32)s1	9.2%	-8
O=C(Nc1ccccc1F)c1cnccn1	1.7%	-10
CC(C)(C)C1C/C(=C/c2ccccn2)C(=O)/C(=C/c2ccccn2)C1 (stereo unspecified)	2.6%	5
Cc1nc2ccccc2c(=O)n1NC(=O)c1cccc([N+](=O)[O-])c1	3.1%	.
NCc1ccc(S(N)(=O)=O)cc1	-0.3%	.
c1ccc(C2CCC(N3CCC(N4CCCCC4)CC3)CC2)cc1 (stereo unspecified)	.	59

# Assay outcomes deposited in PubChem by several laboratories.
